# Bim-Bcl-2 = inhibitors of Bim-Bcl-2 interaction, human. P10415. Bead-based flow cytometry, Bim peptide-Bcl-2 binding. inhibition, % at 10 µM. 190,000 compounds, 0.06% hits. AID 950; in the data active = inhibition above about 40%; inconclusive = no clear call, values can overlap the other calls;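 note: 0% = no compound wells with probe peptide and 100% = reference peptide inhibitor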
# Bim-Bcl-XL = human Bim-Bcl-XL interaction inhibition; Q07817; Bim peptide-Bcl-XL binding, bead flow cytometry, fluorescence; inhibition, % at 10 µM; 190,000 compounds, 0.04% hits
# Target sequence (Q07817 whole entry, looked up): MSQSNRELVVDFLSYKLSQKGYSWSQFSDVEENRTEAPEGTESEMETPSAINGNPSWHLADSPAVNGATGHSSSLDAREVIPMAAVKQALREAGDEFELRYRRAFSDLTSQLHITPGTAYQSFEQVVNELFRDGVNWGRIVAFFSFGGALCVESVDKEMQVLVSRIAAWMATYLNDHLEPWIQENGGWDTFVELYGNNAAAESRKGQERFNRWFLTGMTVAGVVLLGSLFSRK
# Bfl-1 Bim block = human Bim-Bfl-1 interaction inhibition; Q16548; inhibition, % at 10 µM; 190,000 compounds, 0.12% hits; Bead-based flow cytometry, Bim-Bfl-1 binding inhibition;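 note: 0% = wells without compound plus tracer and 100% = blocker peptide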
# GSH fluor = GSH bead compound fluorescence profile; GSH beads flow cytometry, compound fluorescence 488/530 nm; hits give high values; fluorescence (KMESF) at 10 µM; 190,000 compounds, 0.25% hits; in the data active = fluorescence above about 89;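 note: glutathione beads carrying GST-tagged Bcl family fusion proteins plus one bare bead set; values are compound well signal with DMSO vehicle wells as background; inactives centre near 16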
# Bcl-W Bim block = human Bim-Bcl-W interaction inhibition. 190,000 compounds, 0.02% hits. Q92843. bead-based flow cytometry, Bim peptide-Bcl-W binding. inhibition, % at 10 µM. AID 952;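 note: 0% = bound tracer without compound and 100% = peptide blocker; higher means less fluorescent Bim peptide bound to Bcl-W beads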
# Target sequence (Q92843 whole entry, looked up): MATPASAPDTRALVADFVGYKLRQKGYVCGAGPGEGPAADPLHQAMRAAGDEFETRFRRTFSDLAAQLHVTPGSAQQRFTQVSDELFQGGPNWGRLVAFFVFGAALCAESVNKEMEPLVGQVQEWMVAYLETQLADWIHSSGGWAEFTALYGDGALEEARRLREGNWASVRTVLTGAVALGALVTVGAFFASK
# ABCB1 inh = human ABCB1 inhibition, ABCG2 as counter-screen | P08183 | inhibition, % at 6.6 µM | 190,000 compounds, 0.067% hits | CCRF-Adr cells, JC-1 efflux, flow cytometry; in the data active = inhibition above about 40%;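 note: 0% = vehicle and 100% = reference inhibitor; higher value means more JC-1 retained so stronger ABCB1 efflux block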
# RGS8-Gao reg = regulators of human RGS8-Galphao interaction. P09471. multiplexed bead flow cytometry, RGS8-Galphao binding; actives lie on both sides. response (percent of control binding), % at 10 µM. 220,000 compounds, 0.34% hits. AID 1423; in the data active = response below about 60% or above about 140%; inactive = in between;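 note: Galphao activated as the GDP aluminium fluoride complex binding bead-coupled RGS8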
# Target sequence (P09471 whole entry, looked up): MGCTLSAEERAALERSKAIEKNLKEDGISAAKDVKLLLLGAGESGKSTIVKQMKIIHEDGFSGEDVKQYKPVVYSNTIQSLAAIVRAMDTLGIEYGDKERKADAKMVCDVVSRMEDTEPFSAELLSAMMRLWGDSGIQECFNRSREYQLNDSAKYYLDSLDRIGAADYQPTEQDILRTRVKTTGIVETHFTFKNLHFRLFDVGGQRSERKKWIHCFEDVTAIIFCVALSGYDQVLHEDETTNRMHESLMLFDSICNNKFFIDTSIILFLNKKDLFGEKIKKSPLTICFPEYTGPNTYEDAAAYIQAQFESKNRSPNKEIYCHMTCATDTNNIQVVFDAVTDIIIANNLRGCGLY
# ABCG2 block = blocks JC-1 efflux by human ABCG2 transporter. 190,000 compounds, 0.1% hits. IgMXP3 cells, flow cytometry. AID 1325. inhibition, % at 6.6 µM. Q9UNQ0;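 active = inhibition above 80%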;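 note: 0% = DMSO and 100% = nicardipine control wells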
#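 material = IgMXP3 (ABCG2) plus far-red-tagged CCRF-Adr (ABCB1) cells | amount = 3 million cells/mL, equal mix of both lines | also added = JC-1 transporter substrate | dosing = one concentration, 6.6 µM final | schedule = 10 min at 25 °C | measured by = flow cytometric JC-1 green MFI at 530 nm | read-out basis = percent efflux inhibition, scaled nicardipine 100% to DMSO 0%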
# RGS4-Gao reg = human RGS4-Galphao interaction regulation | P09471 | Multiplexed bead flow cytometry, RGS4-Galphao binding; actives lie on both sides | binding response (% of control), % at 10 µM | 220,000 compounds, 0.33% hits | AID 1415; in the data active = binding response below about 49% or above about 150%; inactive = in between;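 note: fluorescent Galphao activated with aluminum fluoride binding bead-coupled RGS4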
# RGS7-Gao = regulators of human RGS7-Galphao interaction | 220,000 compounds, 0.35% hits | Multiplexed bead flow cytometry, RGS7-Galphao binding; actives lie on both sides | P09471 | AID 1439 | binding response (% of control), % at 10 µM; in the data active = binding response below about 49% or above about 150%; inconclusive = no clear call, values can overlap the other calls; inactive = in between;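 note: fluorescent Galphao held in activated GDP-AlF4 state binding bead-coupled RGS7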
# Bcl-B Bim block = inhibitors of Bim-Bcl-B interaction, human; bead-based flow cytometry, Bim peptide-Bcl-B binding; inhibition, % at 10 µM; 190,000 compounds, 0.073% hits;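 note: 0% = tracer peptide without compound and 100% = reference inhibitor peptide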
# Target sequence (Q9HD36 whole entry, looked up): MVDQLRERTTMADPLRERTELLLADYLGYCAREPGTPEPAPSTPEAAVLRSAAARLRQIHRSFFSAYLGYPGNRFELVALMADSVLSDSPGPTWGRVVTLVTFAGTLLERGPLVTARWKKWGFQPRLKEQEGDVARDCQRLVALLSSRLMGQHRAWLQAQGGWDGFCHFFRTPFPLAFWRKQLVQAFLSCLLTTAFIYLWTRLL
# * marks the source's active call; other numbers are inactive results; ? = inconclusive; nt = no result given. Cut-off read from the data, not from the text of the source, unless noted: active = inhibition above about 40%.
SMILES,Bim-Bcl-2,Bim-Bcl-XL,Bfl-1 Bim block,GSH fluor,Bcl-W Bim block,ABCB1 inh,RGS8-Gao reg,ABCG2 block,RGS4-Gao reg,RGS7-Gao,Bcl-B Bim block
COc1cc(/C=C/C(=O)N2CCOCC2)ccc1OCc1ccccc1,0.0,-3.0,0.0,7,0.0,0.1,102.8,3.6,103.1,101.0,0.0
CCS(=O)(=O)c1ccc2c(c1)N(S(=O)(=O)c1ccccc1)CC(C(=O)O)O2 (configuration not stated),0.0,0.0,-1.0,15,0.0,-0.4,99.4,0.0,108.3,109.6,0.0
COCc1cccc(N2C(=O)CC(C3C=C(C)C4C(=O)N(c5cccc(COC)c5)C(=O)C4C3)C2=O)c1 (configuration not stated),-2.0,-2.0,-2.0,13,0.0,0.4,100.3,1.1,103.6,102.6,-4.0
Oc1ccccc1CNc1cnc2ccccc2c1,4.0,2.0,9.0,63,0.0,-0.3,92.8,0.3,83.2,86.5,7.0
CS(=O)(=O)Nc1cccc(C2=NN(C(=O)c3ccccc3Cl)C(c3ccccc3O)C2)c1 (configuration not stated),-3.0,-9.0,-3.0,9,-5.0,1.0,100.4,0.0,102.3,102.2,-8.0
O=c1cc(-c2ccc([N+](=O)[O-])cc2)c2ccc(O)cc2o1,-2.0,0.0,-5.0,12,1.0,1.9,103.9,11.8,106.3,?,-2.0
CCCCCCC(=O)N/N=C(\C)Cc1ccccc1,-6.0,0.0,-11.0,13,1.0,-0.1,98.5,-5.1,101.0,101.0,0.0
O=C(Nc1ccc(Cl)cc1)c1cccnc1N1CCCCC1,-2.0,4.0,-6.0,38,4.0,0.3,96.8,2.0,99.6,99.5,-1.0
Cc1ccc(-n2nnnc2SCC(=O)Nc2ccccc2-c2ccccc2)cc1C,-5.0,-9.0,-10.0,10,-5.0,1.3,103.3,28.9,105.0,101.5,-6.0
Cc1ccc(C)c(S(=O)(=O)N/N=C/c2ccc(C(=O)O)cc2)c1,0.0,-3.0,0.0,8,-3.0,0.0,101.1,5.8,101.8,101.0,-5.0
Oc1ccc(Nc2nc(-c3ccc(O)cc3)cs2)cc1,-7.0,1.0,-9.0,35,2.0,-0.8,93.2,-3.1,91.7,100.5,-13.0
CCC(C)NC(=O)c1ccccc1-c1ccccc1C(=O)NC(C)CC (configuration not stated),0.0,-2.0,-5.0,10,0.0,0.8,99.6,12.7,101.9,105.8,-3.0
O=C(CCN=C1NS(=O)(=O)c2ccccc21)N1CCc2ccccc2C1,-3.0,0.0,-5.0,9,-1.0,0.2,105.4,3.2,106.7,101.7,-6.0
Cc1ccc(S(=O)(=O)Nc2ccc3c(c2)OCCO3)cc1,0.0,-2.0,-4.0,15,2.0,0.5,98.9,1.3,103.8,?,-2.0
CCOP(=O)(OCC)c1nc(-c2cccc3ccccc23)oc1NCc1ccccc1,-8.0,-2.0,-11.0,31,0.0,2.1,100.3,7.4,102.0,98.5,-8.0
CCNC(=S)NNC(=O)c1cc(-c2cccc(OC)c2)nc2ccccc12,-1.0,-3.0,7.0,20,0.0,-8.9,103.5,-13.5,100.5,104.9,-31.0
O=C(NNC(=S)NC1CCCCC1)c1sc2ccccc2c1Cl,1.0,0.0,4.0,7,2.0,-0.6,104.5,-4.5,96.8,99.4,-7.0
Cc1ccccc1Nc1nc(N)nc(CN2C(=O)NC3(CCCCC3C)C2=O)n1 (configuration not stated),0.0,0.0,1.0,8,1.0,0.1,99.8,1.5,95.9,98.4,0.0
Cc1ccc(NS(=O)(=O)c2ccc(NC(=O)c3ccc(Br)o3)cc2)c(C)c1,-11.0,-4.0,-12.0,25,0.0,0.5,100.7,2.5,103.1,101.4,-6.0
CNCCCCOc1ccccc1-c1ccccc1,-6.0,-9.0,-7.0,9,-8.0,2.3,108.7,4.1,105.4,103.4,-11.0
COC(=O)c1ccc(C(=S)N2CCOCC2)cc1,-1.0,0.0,3.0,22,-1.0,0.2,101.1,2.6,102.0,96.8,0.0
COc1ccccc1NC(=O)Cc1noc(CSc2cc(C)c3ccccc3n2)n1,1.0,-4.0,2.0,30,-2.0,-0.1,102.0,1.4,105.3,101.8,-12.0
CC1(C)CC(NC(=S)NCc2ccco2)CC(C)(C)N1,-1.0,-2.0,-3.0,8,-2.0,1.0,103.5,14.7,100.7,101.2,-3.0
Cc1cccc(C(=O)Nc2ccccc2N2CCN(c3ccc(F)cc3)CC2)c1,1.0,-7.0,-2.0,18,-3.0,0.2,102.4,11.5,99.6,101.5,-2.0
COCCn1cc(C(=O)NCc2cccs2)c2c3ccccc3n(C)c2c1=O,-3.0,-3.0,-1.0,16,-5.0,0.3,100.7,-0.1,107.5,107.0,-7.0
Cc1cccc(C(=O)NNC(=O)Nc2ccccc2)c1,2.0,0.0,-4.0,24,-1.0,-0.1,100.8,0.2,103.5,99.7,-8.0
COc1ccc(N2CC(O)=C(c3nc(-c4ccc(Cl)cc4)cs3)C2=N)cc1,-2.0,0.0,-4.0,12,2.0,-0.2,99.8,5.1,97.9,?,0.0
C#CCSc1[nH]c(=O)cc(C)c1C#N,-4.0,-4.0,-1.0,10,-3.0,-0.4,110.3,1.1,100.1,104.6,-2.0
COc1ccccc1CN1CCN(C(=O)c2ccncc2)CC1,0.0,0.0,-4.0,59,0.0,0.3,103.0,0.7,99.1,97.9,-1.0
COc1ccc(/C=C(/NC(=O)c2ccccc2)C(=O)N/N=C/c2sccc2C)cc1,-5.0,-7.0,-12.0,19,-4.0,0.0,97.0,-0.5,96.2,96.5,-11.0
CC1=C(C(=O)N(C)CCC#N)C2(CCCCC2)OC1=O,-6.0,-1.0,-9.0,13,0.0,0.1,103.2,-0.4,105.1,103.9,-2.0
O=C(N/N=C/c1cccc([N+](=O)[O-])c1)C1CC(=O)N(c2ccc(F)cc2)C1 (configuration not stated),2.0,0.0,1.0,10,0.0,2.2,101.4,25.6,99.3,100.3,-2.0
Cc1cc(OCCCCCNCCO)cc(C)c1Cl,-12.0,-11.0,-21.0,27,-3.0,0.3,100.6,-2.6,100.6,99.3,-8.0
CCOC(=O)C1(CCCc2ccccc2)CCN(C(=O)[C@@H]2C[C@@H](C)NC(=S)N2)CC1,-7.0,-4.0,-3.0,15,-2.0,0.6,104.2,0.5,110.7,119.2,-14.0
Cn1c(SCC(=O)c2ccc(F)cc2)nnc1-c1ccccc1N,-8.0,-8.0,-11.0,25,-1.0,0.4,111.2,1.8,112.2,111.7,-5.0
N/C(=N\OC(=O)c1ccc(Br)o1)c1ccccn1,-1.0,-2.0,-3.0,17,-1.0,0.3,101.8,12.1,100.2,?,-6.0
Cc1ccc(C(=O)Nc2ccc(N3CCCC3)cc2)c(C)c1,-5.0,-1.0,-1.0,18,3.0,-0.3,98.0,0.5,97.0,95.7,-13.0
Cc1ccc(OC(=O)CCC(=O)N2CCc3ccccc32)cc1,1.0,0.0,-4.0,22,7.0,0.2,103.7,2.3,109.3,109.4,-2.0
CC(OC(=O)C1=NNC(=O)CC1)C(=O)Nc1ncc(Cl)cc1Cl (configuration not stated),-1.0,0.0,-7.0,16,0.0,0.3,104.8,2.0,99.5,101.6,-2.0
COc1ccccc1-n1c(SCC(=O)NCc2ccc3c(c2)OCO3)nc2cc([N+](=O)[O-])ccc21,3.0,-2.0,13.0,9,0.0,1.3,88.2,-2.8,87.8,90.6,-25.0

# Sorted by the number under RGS7-Gao (rising): some entries from above.
SMILES	Bim-Bcl-2	Bim-Bcl-XL	Bfl-1 Bim block	GSH fluor	Bcl-W Bim block	RGS8-Gao reg	ABCG2 block	RGS4-Gao reg	RGS7-Gao	Bcl-B Bim block
COc1ccccc1CN1CCN(C(=O)c2ccncc2)CC1	0.0	0.0	-4.0	59	0.0	103.0	0.7	99.1	97.9	-1.0
Cc1cccc(C(=O)Nc2ccccc2N2CCN(c3ccc(F)cc3)CC2)c1	1.0	-7.0	-2.0	18	-3.0	102.4	11.5	99.6	101.5	-2.0
CCOC(=O)C1(CCCc2ccccc2)CCN(C(=O)[C@@H]2C[C@@H](C)NC(=S)N2)CC1	-7.0	-4.0	-3.0	15	-2.0	104.2	0.5	110.7	119.2	-14.0

# The list continues:
SMILES,Bim-Bcl-2,Bim-Bcl-XL,Bfl-1 Bim block,GSH fluor,Bcl-W Bim block,ABCB1 inh,RGS8-Gao reg,ABCG2 block,RGS4-Gao reg,RGS7-Gao,Bcl-B Bim block
Cc1ccc(C(=O)NNS(=O)(=O)c2ccccc2[N+](=O)[O-])cc1,nt,1.0,0.0,14,0.0,-0.5,102.9,-1.1,103.1,103.8,1.0
Oc1ccc(/C=N/n2c3ccccc3c3ccccc32)cc1,1.0,-4.0,0.0,20,-1.0,0.5,97.8,3.8,101.7,100.5,-1.0
N#Cc1cc2sc3nc4ccccc4n3c2cc1C#N,-1.0,-1.0,-2.0,28,0.0,0.1,98.3,4.2,94.5,96.8,0.0
COc1ccc(CN(C(=O)c2cnccn2)C(C(=O)NC(C)(C)C)c2cc(OC)c(OC)c(OC)c2)cc1 (configuration not stated),-4.0,-7.0,-4.0,12,-7.0,0.0,99.1,2.0,102.0,104.9,-8.0
CCC(CO)N=CC1=C(O)CC(C)(C)CC1=O (configuration not stated),-8.0,1.0,-12.0,35,0.0,-1.8,106.5,-1.2,107.2,99.5,-8.0
Cc1n(-c2ccccc2)c2ccc(Cl)cc2[n+]1CCO,2.0,2.0,-5.0,23,4.0,0.6,103.4,3.3,99.7,98.9,0.0
CCS(=O)(=O)N1CCCC(C(=O)NCc2cccnc2)C1 (configuration not stated),-4.0,-3.0,-9.0,15,3.0,0.5,101.6,2.4,98.3,96.6,-6.0
O=C(NC1(C(F)(F)F)NC(=O)N(Cc2cccnc2)C1=O)c1ccccc1Cl (configuration not stated),0.0,0.0,0.0,19,-1.0,0.6,97.5,1.8,102.0,100.0,-1.0
CCOC(=O)c1c(C)n(C)c2cc(CN(C)C)c(O)c(S(=O)(=O)c3ccccc3)c12,0.0,0.0,0.0,13,0.0,0.3,107.0,6.7,100.4,105.8,-4.0
Cc1ccc(C(=O)NCc2ccc3c(c2)OCO3)cc1N1CCCC1=O,-4.0,-2.0,-10.0,19,0.0,0.3,105.8,1.1,107.6,109.6,-6.0
N#Cc1c(C(F)(F)F)cc(-c2cccc(Cl)c2)[nH]c1=O,-1.0,-6.0,-1.0,14,0.0,0.2,100.6,1.1,99.5,98.5,-3.0
CCC(Sc1ncccc1C(=O)Oc1cccc([N+](=O)[O-])c1)C(=O)Nc1ccccc1OC (configuration not stated),-3.0,3.0,-19.0,11,2.0,3.5,101.6,36.8,101.1,101.5,-2.0
COc1ccc(OC)c(NS(=O)(=O)c2ccc(Cl)nc2)c1,1.0,-1.0,-1.0,6,-1.0,0.7,96.0,2.0,99.9,101.2,-5.0
COCCn1c(C)cc(C(=O)COC(=O)c2ccccc2Br)c1C,-2.0,-2.0,-6.0,12,-5.0,0.1,102.7,2.7,77.7,80.8,-4.0
O=C(Nc1nc2ccccc2s1)c1ccc(Cl)s1,-4.0,-2.0,-6.0,21,0.0,0.1,100.8,1.3,100.5,99.3,-6.0
